PfGluPho inh = PfG6PD (Plasmodium falciparum) enzyme inhibition; PfGluPho enzyme, NADPH resazurin-diaphorase fluorescence; inhibition, % at 20 µM; 350,000 compounds, 0.78% hits;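 active = inhibition reaching at least a set limit at 20 µM in the primary screen, cut at about 59% in these data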;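 note: 0% = DMSO wells with substrate and 100% = DMSO wells lacking glucose-6-phosphate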
hIAP act = human IAP activation. P09923. purified human IAP, CDP-Star luminescence, 30 min; stronger effect = higher value; 1 = vehicle-only enzyme, 0 = enzyme-free background. activation factor at 10 µM. 330,000 compounds, 0.16% hits;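 active = activation factor of the enzyme at least 2-fold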; note: the source names both 10 and 20 µM as test concentration; values of inactives mirror those of a sister screen read the other way
Target sequence (P09923 whole entry, looked up): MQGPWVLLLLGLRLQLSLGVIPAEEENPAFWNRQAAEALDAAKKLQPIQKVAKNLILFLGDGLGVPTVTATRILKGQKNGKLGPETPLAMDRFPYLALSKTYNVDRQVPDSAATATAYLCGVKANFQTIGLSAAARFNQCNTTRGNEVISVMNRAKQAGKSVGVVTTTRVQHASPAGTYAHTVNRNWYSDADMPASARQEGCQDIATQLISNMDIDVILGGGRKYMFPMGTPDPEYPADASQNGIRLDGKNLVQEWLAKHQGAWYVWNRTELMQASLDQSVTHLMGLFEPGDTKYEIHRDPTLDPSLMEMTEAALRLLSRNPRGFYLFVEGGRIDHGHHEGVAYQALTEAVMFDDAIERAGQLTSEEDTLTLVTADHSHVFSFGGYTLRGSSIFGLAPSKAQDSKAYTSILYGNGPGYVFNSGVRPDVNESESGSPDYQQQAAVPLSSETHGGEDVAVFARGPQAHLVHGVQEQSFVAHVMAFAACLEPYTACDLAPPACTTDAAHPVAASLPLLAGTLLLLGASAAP
HKDC1 inhibitor = HKDC1 (human) hexokinase inhibition; 340,000 compounds, 0.16% hits; recombinant HKDC1, G6PDH/diaphorase resazurin coupled fluorescence; AID 493160; Q2TB90; inhibition, % at 20 µM;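 active = inhibition above about 35% when tested at 20 µM, limit read from the data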;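 note: plate controls were DMSO wells with enzyme for no effect and DMSO wells lacking enzyme for full effect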
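Assay system: recombinant HKDC1 hexokinase; detection: coupled resazurin fluorescence, excitation 525 nm, emission 613 nm; benchmarks: DMSO-plus-enzyme-mix negative control, buffer-substituted positive control; compound dosing: single 20 µM dose; schedule: 90 min at room temperature in dark; also added: glucose plus 1 mM ATP as hexokinase substrates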
mIAP act = mouse IAP activation | 330,000 compounds, 0.24% hits | muIAP, CDP-Star luminescence, 30 min; stronger effect = higher value; 1 = vehicle-only enzyme signal, 0 = enzyme-free wells | activation factor at 10 µM;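 active = activation factor of at least 2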; note: the source names both 10 and 20 µM as test concentration; values of inactives mirror those of a sister screen read the other way
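Assay system: mouse IAP enzyme / Compound: DMSO-dissolved test compounds / Timing: 30 min, room temperature / Measured by: luminescence from enzymatic CDP-Star hydrolysis / Control set: DMSO-only wells, enzyme-free buffer wells as negative control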
hIAP inh = human IAP inhibition; purified IAP, CDP-Star luminescence, 30 min; P09923; 330,000 compounds, 0.12% hits; inhibition, % at 10 µM;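 active = inhibition reaching a set limit with compound at 10 µM in the primary screen, cut at about 35% in these data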;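 note: plate controls were DMSO wells with enzyme for no effect and no-enzyme buffer wells for full effect; values of inactives mirror those of a sister screen read the other way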
mIAP inh = blocks mouse intestinal alkaline phosphatase; purified mouse IAP, CDP-Star luminescence, 30 min; inhibition, % at 10 µM; 330,000 compounds, 0.2% hits;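 active = inhibition of at least 40% at 10 µM in the primary screen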;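 note: plate controls were DMSO with enzyme for no effect and no enzyme wells for full effect; values of inactives mirror those of a sister screen read the other way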
ATG4B inh = blocks human ATG4B protease cleavage of LC3 substrate. 340,000 compounds, 0.51% hits. inhibition, % at 8.33 µM. Q9Y4P1. ATG4B cleavage of LC3-PLA2, NBD-HPC fluorescence, 1 h; in the data active = inhibition above about 40%
A3A deaminase = blocks human APOBEC3A ssDNA deamination | P31941 | recombinant A3A, FAM/TAMRA ssDNA deamination fluorescence | inhibition, % at 20 µM | 330,000 compounds, 0.41% hits | AID 493011;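 active = at least 40% inhibition at 20 µM here, with at most 30% in a related deaminase screen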;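 note: plate controls were A3A with DMSO for no effect and wells lacking A3A enzyme for full effect; some results filed as inactive read as strong as hits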
Target sequence (P31941 whole entry, looked up): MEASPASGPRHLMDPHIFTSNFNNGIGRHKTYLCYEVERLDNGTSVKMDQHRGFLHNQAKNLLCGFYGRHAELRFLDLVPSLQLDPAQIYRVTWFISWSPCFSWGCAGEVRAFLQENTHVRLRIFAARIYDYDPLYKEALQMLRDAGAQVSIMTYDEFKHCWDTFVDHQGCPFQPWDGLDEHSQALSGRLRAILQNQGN
Numbers without * were called inactive; / = not tested or not shown.

compound | PfGluPho inh | hIAP act | HKDC1 inhibitor | mIAP act | hIAP inh | mIAP inh | ATG4B inh | A3A deaminase
COc1ccccc1C(=O)NC(=O)COC(=O)c1ccco1 | 4 | 0.97 | -5 | 0.99 | 3 | 1 | -2 | 7
CC(=O)N(NC(N)=O)C(C)CC(=O)C1C(C)C=CCC1(C)C (stereo not given) | -5 | 1 | -2 | 1 | -3 | -4 | -3 | -3
O=C1CC(c2ccccc2)Cc2nc3nc(C(F)(F)F)nn3cc21 (stereo not given) | 9 | 1.1 | -2 | 0.88 | -5 | 12 | -2 | -12
CCS(=O)(=O)Nc1cccc(C2=NN(S(=O)(=O)c3ccccc3)C(c3cccs3)C2)c1 (stereo not given) | 2 | 0.89 | -1 | 0.94 | 12 | 6 | -11 | 1
CC[C@]12c3[nH]c4ccccc4c3CCN1C(=O)C(CC(=O)NCCCN(C)C)C[C@@H]2C(=O)N1CCN(C(=O)c2ccco2)CC1 (stereo not given in full) | -2 | 0.96 | -4 | 1 | 4 | -2 | 9 | -3
C[C@]12c3[nH]c4cc(-c5ccco5)ccc4c3CCN1C(=O)[C@@H](CC(=O)NCCCn1ccnc1)C[C@@H]2C(=O)N1CCOCC1 | 4 | / | -5 | 1.2 | / | -16 | -8 | -1
COC(=O)c1cnn(-c2ccccc2)c1C(OC)OC | 3 | 1.1 | -6 | 1.1 | -12 | -7 | 3 | 0
CC(=O)N1C=CN(C(C)=O)C(c2cn(C)c3ccccc23)C1c1cn(C)c2ccccc12 (stereo not given) | 42 | 1.1 | -1 | 0.98 | -5 | 2 | -17 | 0
CCCCN1CC(=O)N2[C@H](c3ccc(Cl)cc3)[C@@H]3C(=O)N(CC)C(=O)[C@@H]3[C@]2(Cc2ccccc2)C1=O | -14 | 0.89 | 2 | 0.98 | 12 | 2 | 3 | -2
COc1ccc(OCCC(=O)OCC(=O)NCc2ccccc2OC)cc1 | 18 | 1 | -1 | 0.96 | 0 | 4 | -4 | 14
O=C(NC1CCCc2ccccc21)C1CCN(c2c3c(nc4ncnn24)CCC3)CC1 (stereo not given) | 11 | 1.1 | -13 | 1.1 | -11 | -7 | 8 | 0
CCCC(=O)Nc1nnc(-c2ccco2)s1 | -8 | 1 | -5 | 0.91 | -2 | 9 | -2 | -1
O=C(Nc1ncccn1)c1cc([N+](=O)[O-])cc([N+](=O)[O-])c1 | 2 | 1.1 | -2 | 0.93 | -8 | 7 | 0 | 0
CCN(c1ccc(NC(=O)COC(=O)c2ccc(C)c(S(=O)(=O)N3CCOCC3)c2)cc1)C(C)C | 14 | 0.94 | 1 | 0.86 | 6 | 14 | -15 | -2
CC(=O)c1cccc(NC(=O)c2cc3nc(C)cc(C)n3n2)c1 | 29 | 0.75 | -1 | 1 | 25 | -4 | 5 | 4
Cc1ccc(CNc2ncnc3cc(Cl)ccc23)o1 | 5 | 0.86 | -4 | 1.1 | 14 | -10 | 12 | -4
O=[N+]([O-])c1cccc(CNCc2ccccc2)c1 | -3 | 1.1 | -3 | 0.86 | -10 | 14 | -8 | 4
C=CCNc1cc(C)oc(=O)c1C(=O)CCC | -8 | 0.92 | 11 | 1.1 | 8 | -8 | 9 | -2
Cc1ccc(C(=O)Nc2cccc(C(=O)N3CCOCC3)c2)cc1Cl | 14 | 0.93 | -2 | 1.1 | 7 | -9 | 2 | -7
CCOC(=O)c1cc2c(=O)n3ccccc3nc2n(CC2CCCO2)c1=NC(C)=O (stereo not given) | 0 | 0.69 | 1 | 0.94 | 31 | 6 | -10 | -6
CSc1nc(NCc2ccco2)c2ccccc2n1 | -2 | 1.1 | 0 | 0.96 | -6 | 4 | -8 | 0
Cn1nc(-c2ccccc2)c(CO)c1Oc1ccc(F)cc1 | 10 | 1.1 | -12 | 0.93 | -11 | 7 | 3 | -2
COc1cccc(CN2CCN(C(=O)c3ccc(-c4ccccc4)cc3)CC2)c1 | 11 | 1.4 | 5 | 1.1 | -35 | -13 | -8 | 0
Cc1csc(N(C(=O)c2cccc(S(=O)(=O)N3CCCC3)c2)c2ccccc2)n1 | -4 | 0.94 | -5 | 0.92 | 6 | 8 | -6 | -20
Cc1ccc(NC(=O)C2CCN(S(=O)(=O)c3ccc4c(c3)C(C)(C)C(=O)N4C)CC2)c(C)c1 | 1 | 0.84 | 0 | 1.1 | 16 | -14 | -7 | 0

Single entries from the list:
Entry of Cc1csc(N(C(=O)c2cccc(S(=O)(=O)N3CCCC3)c2)c2ccccc2)n1 in HKDC1 inhibitor: -5
Entry of CC(=O)N(NC(N)=O)C(C)CC(=O)C1C(C)C=CCC1(C)C (stereo not given) in PfGluPho inh: -5
Entry of CCN(c1ccc(NC(=O)COC(=O)c2ccc(C)c(S(=O)(=O)N3CCOCC3)c2)cc1)C(C)C in ATG4B inh: -15
Entry of CC(=O)N1C=CN(C(C)=O)C(c2cn(C)c3ccccc23)C1c1cn(C)c2ccccc12 (stereo not given) in PfGluPho inh: 42

New compounds follow.
compound | PfGluPho inh | hIAP act | HKDC1 inhibitor | mIAP act | hIAP inh | mIAP inh | ATG4B inh | A3A deaminase
COc1ccc(CNc2cc(C)ccn2)c(O)c1 | 3 | 0.89 | -2 | 0.99 | 11 | 1 | 10 | -2
Cc1ccc(S(=O)(=O)N2CCC(C(=O)OC3CCOC3=O)CC2)cc1C (stereo not given) | 12 | 1 | -4 | 0.92 | -5 | 8 | -15 | -1
CN(CC(=O)Nc1ccc(N2CCOCC2)cc1)CC(=O)Nc1ccc(N2CCOCC2)cc1 | 0 | 1.1 | -6 | 1 | -7 | -3 | -3 | 4
Cc1coc2c(C)c3oc(=O)cc(-c4ccccc4)c3cc12 | -7 | 0.86 | -6 | 0.79 | 14 | 21 | 6 | -2
CN1CCN(C(=S)NC(=O)c2ccccc2Cl)CC1 | 4 | 0.88 | -8 | 1.1 | 12 | -15 | 1 | 0
Cc1cc(C)nc(SCC(=O)Nc2ncc(Cc3cccc(Cl)c3)s2)n1 | 0 | 0.72 | -2 | 1 | 28 | -5 | -15 | 1
CC(=O)NC(c1cc(Cl)c2cccnc2c1O)C(C)C (stereo not given) | -20 | 1.2 | -3 | 1 | -25 | -2 | -5 | -3
Cc1ccc(C(=O)Nc2nnc(C3=COCCO3)o2)cc1C | -8 | 1.1 | -4 | 0.96 | -8 | 4 | 0 | -4
COC(=O)c1ccccc1NC(=O)c1ccco1 | -5 | 1.1 | -9 | 1.1 | -6 | -9 | 0 | -5
Cn1c(=S)[nH]c2cccnc21 | 1 | 0.93 | -3 | 0.98 | 8 | 2 | -12 | 1
Oc1ccccc1/C=N/NC(=S)NC1CC2CCC1C2 (stereo not given) | -6 | 0.92 | -29 | 0.94 | 8 | 6 | -11 | -2
O=C(N/N=C(\c1ccccc1)c1cccnc1)c1cc(O)ccc1O | / | 0.87 | / | 0.97 | 13 | 3 | / | 3
Cc1cc(=O)n2[nH]c(-c3ccc(F)cc3)nc2n1 | 35 | 0.82 | -5 | 1 | 18 | -2 | -3 | -4
CC(C)C1C(C#N)=C(N)Oc2n[nH]c(C(C)(C)C)c21 (stereo not given) | -8 | 1.2 | 6 | 1.2 | -21 | -15 | -7 | -4
Cc1ccc2nc(NCc3ccco3)c(C=NCc3ccco3)c(=O)n2c1 | -18 | 0.95 | -6 | 0.86 | 5 | 14 | 4 | 9
COc1cccc(C(=O)COc2ccccc2-c2ccccc2)c1 | 15 | 0.89 | -10 | 0.9 | 11 | 10 | 10 | 0
COCCn1c(C)cc(C(=O)CSc2nc(C)nc3sc4c(c23)CCC4)c1C | 8 | 1.2 | -10 | 0.87 | -23 | 13 | 57* | -11
Cc1cccc(N/N=C(\C(N)=O)C2=NC(C)(C)Cc3ccccc32)c1 | 24 | 0.9 | -3 | 0.84 | 10 | 16 | 16 | 0
O=C1Nc2ccccc2Nc2ccc([N+](=O)[O-])cc21 | -30 | 0.86 | 7 | 0.93 | 14 | 7 | 2 | -6
CCC(C(=O)NC1CCCCC1)N(Cc1cccs1)C(=O)c1snc(C(N)=O)c1N (stereo not given) | -6 | 0.96 | -1 | 0.9 | 4 | 10 | -2 | -1
CC(C)N1CCN(C(=O)C2CCC(=O)N(CCc3cccc(F)c3)C2)CC1 (stereo not given) | 9 | 1.1 | -5 | 1.1 | -14 | -5 | -2 | 0
Cc1ccc2oc(C(=O)NCc3ccc4c(c3)OCO4)c(C)c2c1 | 13 | 0.97 | -1 | 1 | 3 | 0 | -11 | 4
CC1=CC(C)(C)NC(=S)N1c1ccc(C)c(C)c1 | -8 | 1.1 | -4 | 0.95 | -14 | 5 | 10 | -7
O=C(O)/C=C/C(=O)NCc1csc2ccccc12 | -32 | 0.88 | 0 | 1 | 12 | -4 | 3 | 1
Cc1ccc(C(=O)NCc2ccc(Cl)cc2)cc1S(=O)(=O)N1CCCCC1 | -1 | 0.94 | -3 | 1.2 | 6 | -15 | -6 | 2
CC(=O)N1CCCc2cc(S(=O)(=O)N3CCCC(C(=O)Nc4ccccc4C)C3)ccc21 (stereo not given) | 5 | 0.93 | -4 | 0.99 | 7 | 1 | -6 | -4
CC(C)CCNC(=O)c1ccc2c(c1)ncn2C1CCCCC1 | 3 | 0.9 | -2 | 0.97 | 10 | 2 | -9 | -7
CCOc1ccc(NC(=O)CN(C)C(=O)c2ccccc2CCc2ccccc2)cc1OCC | 10 | 1.1 | 7 | 1.1 | -7 | -13 | 6 | 1
CCOCCCNS(=O)(=O)c1ccccc1 | -12 | 1.1 | -5 | 1 | -5 | -2 | 5 | -2
CC(C)C[C@H]1COCCS(=O)(=O)N1Cc1cccc(F)c1 | -1 | 0.91 | 5 | 0.99 | 9 | 1 | -7 | 3
O=C(NCCc1ccccc1)c1ccc(CS(=O)Cc2ccc(Cl)cc2)o1 (stereo not given) | -18 | 1.3 | -1 | 1 | -26 | 0 | 5 | -3
O=C(OCCNc1nc(-c2ccccc2)nc2ccccc12)c1cccnc1 | -6 | 1 | -2 | 1 | -1 | -1 | -3 | -1
Cc1c(NC(=O)CSc2nc3c(cnn3-c3ccccc3)c(=O)[nH]2)c(=O)n(-c2ccccc2)n1C | 1 | 1.1 | -8 | 1 | -7 | -2 | -6 | -2
CCc1ccccc1NC(=O)CN(C)C(=O)CSc1nn(-c2ccc(F)cc2)c(=S)s1 | 10 | 0.97 | -3 | 1.1 | 3 | -6 | 1 | 3
CCCOc1ccc(N2C(=O)CC(N(CCc3ccc(OC)cc3)C(=O)/C=C/C(=O)O)C2=O)cc1 (stereo not given) | -28 | 1.1 | -2 | 1 | -9 | -1 | -8 | 2
COc1ccc(S(=O)(=O)N(C)C[C@H]2Oc3c(NS(=O)(=O)c4cn(C)cn4)cccc3C(=O)N([C@H](C)CO)C[C@@H]2C)cc1 | 10 | 0.85 | -5 | 0.99 | 15 | 1 | -14 | 2
O=C(Nc1ccccc1Cl)C1Cc2ccccc2O/C1=N\O (stereo not given) | -9 | 0.89 | 3 | 1 | 11 | 0 | -1 | 1

Structural class: those above with a COOH group
compound | PfGluPho inh | hIAP act | HKDC1 inhibitor | mIAP act | hIAP inh | mIAP inh | ATG4B inh | A3A deaminase
O=C(O)/C=C/C(=O)NCc1csc2ccccc12 | -32 | 0.88 | 0 | 1 | 12 | -4 | 3 | 1
CCCOc1ccc(N2C(=O)CC(N(CCc3ccc(OC)cc3)C(=O)/C=C/C(=O)O)C2=O)cc1 (stereo not given) | -28 | 1.1 | -2 | 1 | -9 | -1 | -8 | 2

Screening data (PubChem)
